NPSR antag – qHTS Assay for Antagonists of the Neuropeptide S Receptor: cAMP Signal Transduction | Q6W5P4 | CHO-NPSR cells, cAMP TR-FRET, antagonist mode | Potency, µM (highest dose often 38.3 µM), without a hit: at the top dose activity change, negative = inhibition, usual class: inhibitors | 1% of 220,000 active | AID 1461, 2008; further: on the % scale 0 is the no-effect control and ±100 the full control effect; nearly all actives have a fitted effect of over 50% in size; many of its hits are not listed in these tables
Target sequence (Q6W5P4 whole entry, looked up): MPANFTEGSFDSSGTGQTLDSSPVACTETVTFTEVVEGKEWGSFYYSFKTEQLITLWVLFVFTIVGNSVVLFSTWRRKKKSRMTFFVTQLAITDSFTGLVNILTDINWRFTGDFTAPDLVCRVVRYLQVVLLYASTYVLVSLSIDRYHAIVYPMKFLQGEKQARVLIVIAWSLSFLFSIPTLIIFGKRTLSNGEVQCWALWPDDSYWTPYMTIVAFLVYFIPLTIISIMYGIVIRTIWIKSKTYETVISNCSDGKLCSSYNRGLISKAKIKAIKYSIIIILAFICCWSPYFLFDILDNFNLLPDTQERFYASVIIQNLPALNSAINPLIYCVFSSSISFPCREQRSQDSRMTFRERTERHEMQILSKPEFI
JMJD2E inh – qHTS Assay for Inhibitors of Human Jumonji Domain Containing 2E (JMJD2E); AID 2147, 2009; JMJD2E catalytic domain, FDH-coupled NADH fluorescence (FDH is formaldehyde dehydrogenase); Potency, µM (highest dose often 57.1 µM), inactives show at the top dose activity change, negative = inhibition, actives largely listed as inhibitors; 1.6% of 230,000 active; active means well fitted inhibition curve with a large enough effect, not every such curve was filed as active; inconclusive means small, poorly fitted or top-dose-only effect, or another doubt; inactive means no such curve, though single readings can be large or run the other way;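 further: 0% = wells with enzyme and -100% = buffer wells without enzyme; nearly all actives have a fitted effect of over 50% in size; many of its hits are not listed in these tables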
RGS12 GoLoco inh – qHTS Assay for Inhibitors of RGS12 GoLoco Motif Activity (Red Fluorophore) | Guanine nucleotide-binding protein G(i) subunit alpha-1 (Homo sapiens), P63096 | Gai1:RGS12 GoLoco peptide FP, rhodamine, 10 min | Potency, µM (doses to about 61.6 µM), inactives show top-dose activity, negative = inhibition, actives largely listed as inhibitors | 0.44% of 230,000 active | AID 880, 2007; active means well fitted inhibition curve with a large enough effect, not every such curve was filed as active; inactive means no such curve, though single readings can be large or run the other way; further: on the % scale 0 is the no-effect control and ±100 the full control effect; nearly all actives have a fitted effect of over 30% in size; many of its hits are not listed in these tables
Epigenetic reg – Quantitative High-Throughput Screen for Regulators of Epigenetic Control | 0.2% of 280,000 active | AID 1865, 2009 | murine LDR cells, GFP reporter derepression, 30 h | Potency, µM (series often up to 53.9 µM), without a hit: at the highest dose GFP activation, most hits filed as activators; further: % of control where 0% means no effect; nearly all actives have a fitted effect of over 60% in size
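In this reporter-derepression format, murine cells bearing a silenced integrated CMV-GFP locus incubate with test compound (30 h, 37 C), then are washed and imaged; fluorescent objects of 20–120 um count as induced cells.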
Luc counter – Counterscreen for Luciferase (Kinase-Glo TM) Inhibition; Luciferin 4-monooxygenase (Photuris pensylvanica), Q27757; Kinase-Glo luciferase, ATP luminescence, 8 min; Potency, µM (top dose mostly 38.3 µM), for inactives: top-dose activity change, negative = inhibition, hits mostly inhibitors; 0.28% of 200,000 active; further: on the % scale 0 is the no-effect control and ±100 the full control effect; nearly all actives have a fitted effect of over 60% in size
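Substrate mix (final 50 mM imidazole pH 7.2, 50 mM KCl, 7 mM MgCl2, 10 uM ATP, 0.01% Tween 20, 0.05% BSA) plus pin-tool compound, then Kinase-Glo detection mix; 8 min ambient, luminescence read.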
IMPase Li cell – qHTS Assay for Identifying the Cell-Membrane Permeable IMPase Inhibitors: Potentiation with Lithium; 0.35% of 210,000 active; Potency, µM (titrated, usually from 59.4 µM), without a hit: at the highest dose activity, negative = IMPase inhibition, most hits filed as inhibitors; CHO-M1 cells, IP1 TR-FRET (IP-One), carbachol + lithium; AID 1457, 2008;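 further: IP1 builds up when IMPase is blocked and the TR-FRET signal falls; plate controls were basal vehicle for no effect and high inhibitor control for full effect; nearly all actives have a fitted effect of over 50% in size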
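Lithium-sensitised IP1 accumulation assay; M1-expressing CHO cells treated 30 min at 37C with compound. Competitive antibody detection by time-resolved FRET followed a 10 min room-temperature lysis step.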
RECQ1 helicase – qHTS Assay for Inhibitors of RecQ-Like Dna Helicase 1 (RECQ1); ATP-dependent DNA helicase Q1 (Homo sapiens), P46063; AID 2549, 2010; Potency, µM (highest dose often 57.3 µM), without a hit: at the top dose activity, negative = inhibition, hits mostly inhibitors; 0.54% of 240,000 active; RECQ1 DNA unwinding, red fluorescence kinetic read;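 further: plate controls were vehicle for no effect and no enzyme for full effect; nearly all actives have a fitted effect of over 30% in size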
Target sequence (P46063 whole entry, looked up): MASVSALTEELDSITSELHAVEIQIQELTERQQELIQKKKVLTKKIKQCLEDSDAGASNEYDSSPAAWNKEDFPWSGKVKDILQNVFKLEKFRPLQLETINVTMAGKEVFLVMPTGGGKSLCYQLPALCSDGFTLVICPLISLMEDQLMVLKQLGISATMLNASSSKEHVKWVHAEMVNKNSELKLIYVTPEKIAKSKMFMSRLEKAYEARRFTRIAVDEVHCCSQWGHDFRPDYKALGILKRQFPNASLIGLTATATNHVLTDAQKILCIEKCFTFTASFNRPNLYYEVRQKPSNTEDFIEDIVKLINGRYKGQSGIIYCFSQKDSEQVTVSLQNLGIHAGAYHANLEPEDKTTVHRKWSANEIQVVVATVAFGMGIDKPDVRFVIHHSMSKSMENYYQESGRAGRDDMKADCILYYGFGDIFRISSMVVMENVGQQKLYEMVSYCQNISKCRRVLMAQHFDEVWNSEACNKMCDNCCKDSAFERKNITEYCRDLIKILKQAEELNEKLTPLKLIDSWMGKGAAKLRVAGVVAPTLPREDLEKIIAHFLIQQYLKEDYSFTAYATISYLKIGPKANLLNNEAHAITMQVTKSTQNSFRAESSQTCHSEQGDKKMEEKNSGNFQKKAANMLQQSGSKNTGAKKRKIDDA
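RECQ1T1 50 nM; forked duplex (20 bp + 30-nt ss tails) 200 nM, ATP 2 mM final; pH 8.0, 2 mM MgCl2, 2.5 ug/ml poly(dI-dC); 15 min compound preincubation; discontinuous kinetic read over 2 h at RT.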
SMN2 splice enh – qHTS Assay for Enhancers of SMN2 Splice Variant Expression. 2.8% of 210,000 active. Potency, µM (highest dose often 46.1 µM), inactives show at the highest dose activity change, positive = activation, most hits filed as activators. HEK293 SMN2-luciferase splicing reporter, luminescence, 30-36 h. AID 1458, 2008; further: % of control where 0% means no effect; nearly all actives have a fitted effect of over 55% in size
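qHTS luciferase splicing reporter: luminescence rises when SMN2 exon 7 is included in transfected HEK293 cells. Compound exposure lasted 30-36 h at 37C, with 4.5 mM final sodium butyrate as control, followed by a ONE-Glo read.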
* marks the source's active call; other numbers are inactive results; i = inactive; ? = inconclusive; . = not tested or not shown; [ ] = dose if it differs, or a comment. Unless noted, the call rests on the fitted dose curve; in most records, active means well fitted curve in the direction sought with a large enough effect; inconclusive means small, poorly fitted or top-dose-only effect, or another doubt; inactive means no such curve, though single readings can be large; an effect the other way counts as inactive or inconclusive. Potency means the concentration at half of the fitted maximal effect. The list is partial, so the mix of outcomes need not match the whole.

#1 CC(=O)N1CCc2cc(S(=O)(=O)NC(C(=O)NC3CCCc4ccccc43)C(C)C)ccc21 (stereo unspecified)
#2 FC(F)C(F)(F)C1=CC(c2cccs2)=NCCN1
#3 O=C1CCC(=O)N1c1ccc(CSc2nc3ccccc3[nH]2)cc1
#4 CN(C)CCOc1nc(-c2ccccc2)nc2c1oc1ccccc12
#5 CN(C)CCCNC(=O)c1ccc(CN(c2ccccc2)S(C)(=O)=O)cc1
#6 Cc1cnc(NC(=O)CSc2nc3ccccc3s2)s1
#7 O=C(Cn1cnc2ccccc21)OCC(=O)N1CCc2ccccc2C1
#8 Cc1cc(/C=N/NC(=O)COc2cccc3cccnc23)c(C)n1-c1ccc(O)cc1

entry no.	1	2	3	4	5	6	7	8
NPSR antag	-10%[46.1 µM]	-3%[46.1 µM]	6%[46.1 µM]	16%[46.1 µM]	5%[46.1 µM]	-15%[46.1 µM]	16%[46.1 µM]	7%
JMJD2E inh	5%	-12%	4%	-5%	5%	1%	-9%	?
RGS12 GoLoco inh	9%	11%	-7%	-2%	1%	-7%	3%	14%
Epigenetic reg	0.0%	-1.1%	-5.8%	11%	-1.1%	3.0%	-4.3%	-1.9%
Luc counter	-2%	-2%	-8%	-5%	-2%	-1%	2%	-1%
IMPase Li cell	12%[38.3 µM]	33%[38.3 µM]	4%[38.3 µM]	8%[38.3 µM]	38%[38.3 µM]	4%[38.3 µM]	15%[38.3 µM]	3%
RECQ1 helicase	0%	2%	-2%	5%	2%	-4%	15%	7%
SMN2 splice enh	.	0.71µM*	-9%	-11%	?	0%	-13%	?

#9 COc1ccc(-c2cc(-c3nnc(COC(=O)C4CC4C)o3)c3ccccc3n2)cc1OC (stereo unspecified)
#10 O=S(=O)(c1ccccc1)c1nc(-c2ccccc2F)oc1NCc1cccnc1
#11 CCCN(CCC)C(=O)Nc1ccc(F)cc1F
#12 O=C(CC1CCCCC1)N1CCN(c2ccccn2)CC1
#13 O=C(CSc1ccccn1)N1CCN(c2ccccc2)CC1
#14 O=C(c1cccc(C(F)(F)F)c1)C1CCCN(C(=O)CCCN2CCCC2=O)C1 (stereo unspecified)
#15 CCOC(=O)c1cc(CC)sc1/N=C/C1=C(O)CCCC1=O
#16 CCOC(=O)c1c(N)sc(C(O)(C(F)(F)F)C(F)(F)F)c1-c1ccc(OC)cc1OC

entry no.	9	10	11	12	13	14	15	16
NPSR antag	-10%	-9%	18%	-5%[46.1 µM]	-7%[46.1 µM]	9%	15%	?
JMJD2E inh	?	2%	-8%	?	3%	1%	-14%	-5%
RGS12 GoLoco inh	37%[activator]	13%	1%	0%	-1%	4%	0%	8%
Epigenetic reg	?	-0.2%	-0.9%	-1.0%	-0.9%	2.4%	1.1%	3.2%
Luc counter	-3%	3%	.	1%	0%	-3%	1%	2%
IMPase Li cell	6%	3%	.	13%[38.3 µM]	-2%	10%	1%	11%[38.3 µM]
RECQ1 helicase	-10%	i	-11%	i	-16%	16%	-3%	i
SMN2 splice enh	-2%	28%	.	8%	21%	.	8%	-19%

Whole records as entered above:
`O=S(=O)(c1ccccc1)c1nc(-c2ccccc2F)oc1NCc1cccnc1` is listed with NPSR antag: -9%; JMJD2E inh: 2%; RGS12 GoLoco inh: 13%; Epigenetic reg: -0.2%; Luc counter: 3%; IMPase Li cell: 3%; RECQ1 helicase: i; SMN2 splice enh: 28%
`CN(C)CCCNC(=O)c1ccc(CN(c2ccccc2)S(C)(=O)=O)cc1` is listed with NPSR antag: 5%[46.1 µM]; JMJD2E inh: 5%; RGS12 GoLoco inh: 1%; Epigenetic reg: -1.1%; Luc counter: -2%; IMPase Li cell: 38%[38.3 µM]; RECQ1 helicase: 2%; SMN2 splice enh: ?

Continuation.
#17 CCN(CC)S(=O)(=O)c1ccc(C(=O)NCc2n[nH]c(=S)n2Cc2ccccc2)cc1
#18 c1ccc(-c2nc3nc4ccccc4nc3n2Cc2ccco2)cc1
#19 N#Cc1cc2c(nc1SC1CCCCC1O)CCCC2 (stereo unspecified)
#20 CCN(CC)S(=O)(=O)c1ccc(NC(=O)COC(=O)c2ccc(Br)o2)cc1
#21 Cc1cc(SCNC(=O)c2ccccc2)nc(C(C)C)n1
#22 CCOC(=O)C1=C(C)Nc2ccccc2N=C1NC(=O)c1ccc(Cl)c(S(=O)(=O)N2CCCC2)c1
#23 O=[N+]([O-])c1ccc(N2CCN(S(=O)(=O)c3ccc4ccccc4c3)CC2)cc1NCC1CCCO1 (stereo unspecified)
#24 Cc1cc(C)cc(NC(=O)c2nccnc2C(=O)O)c1

entry no.	17	18	19	20	21	22	23	24
NPSR antag	-11%[46.1 µM]	-28%[46.1 µM]	-17%[46.1 µM]	-15%[46.1 µM]	-9%	-52%	-4%	0%[46.1 µM]
JMJD2E inh	-18%	?	-3%	0%	6%	-3%	2%	?
RGS12 GoLoco inh	5%	0%	-5%	-3%	4%	36%[activator]	8%	-36%
Epigenetic reg	-1.4%	0.0%	0.0%	0.0%	-2.7%	2.7%	-1.1%	-1.4%
Luc counter	-5%	-7%	-4%	5%	-4%	7%	5%	-1%
IMPase Li cell	8%[38.3 µM]	3%[38.3 µM]	0%[38.3 µM]	7%[38.3 µM]	2%	10%	0%	6%[38.3 µM]
RECQ1 helicase	i	i	-4%	-13%	i	-7%	-4%	-3%
SMN2 splice enh	-6%	11%	-11%	9%	.	-6%	-4%	-20%

#25 CCOc1ccc(C(CC(=O)O)n2cnnn2)cc1 (stereo unspecified)
#26 Cc1cc2oc(=O)cc(C)c2c(=O)o1
#27 Cc1cc(C)n2nc(C(F)(F)F)c(-c3ccccc3)c2n1
#28 CC(=O)N1N=C(c2ccncc2)OC12CCCCC2
#29 O=C(CNC(=O)c1ccccc1F)NCCOc1ccccc1Cl
#30 O=C(CCC(=O)c1ccc(Oc2ccccc2)cc1)Nc1cccc(Cl)c1Cl
#31 CCOc1ccccc1-c1nnc(SCC(=O)NC2CC3CCC2C3)n1CC (stereo unspecified)
#32 Cc1ccc(NC(=S)NNC(=O)CSc2nnc(-c3ccc(Cl)cc3)n2C2CCCCC2)cc1

entry no.	25	26	27	28	29	30	31	32
NPSR antag	11%	-7%[46.1 µM]	31%	-16%[46.1 µM]	13%	-13%[46.1 µM]	-15%[46.1 µM]	-32%
JMJD2E inh	-1%	?	?	?	-2%	-6%	0%	?
RGS12 GoLoco inh	-2%	9%	0%	0%	7%	13%	13%	2%
Epigenetic reg	4.8%	0.0%	-1.1%	4.3%	-3.0%	1.0%	0.0%	0.0%
Luc counter	-1%	0%	-1%	-2%	-2%	-1%	3%	1%
IMPase Li cell	0%	14%[38.3 µM]	8%	-4%[38.3 µM]	-7%	9%	11%[38.3 µM]	-3%
RECQ1 helicase	-16%	i	i	5%	0%	-26%	6%	-3%
SMN2 splice enh	-21%	-2%	.	9%	9%	-7%	-15%	-9%

Next section, overlapping the part above by 2 compounds.
#31 CCOc1ccccc1-c1nnc(SCC(=O)NC2CC3CCC2C3)n1CC (stereo unspecified)
#32 Cc1ccc(NC(=S)NNC(=O)CSc2nnc(-c3ccc(Cl)cc3)n2C2CCCCC2)cc1
#33 COc1ccc(NC(=O)COC(=O)CC2CC3CCC2C3)c([N+](=O)[O-])c1 (stereo unspecified)
#34 CC(=O)Nc1cc(C)nn1-c1nc2ccccc2s1
#35 COc1cccc(C2C3=C(CCCC3=O)Nc3[nH]n(-c4ccccc4)c(=O)c32)c1 (stereo unspecified)
#36 COc1ccc2c(c1)O[C@@H](c1cccc(C(F)(F)F)c1)[C@H](OC(=O)NC1CCCC1)C2=O
#37 Cn1c(=O)c2c(ncn2CC(N)=O)n(C)c1=O
#38 COc1ccc([N+](=O)[O-])cc1NC(=O)c1cncc(Br)c1
#39 Cc1cccc(CCN(Cc2cc3cccc(C)c3[nH]c2=O)C(=O)N2CCOCC2)c1
#40 c1ccc(CNc2cnccn2)cc1

entry no.	31	32	33	34	35	36	37	38	39	40
NPSR antag	-15%[46.1 µM]	-32%	-20%[46.1 µM]	-15%	-6%	.	2%[46.1 µM]	-7%	-23%[46.1 µM]	6%[46.1 µM]
JMJD2E inh	0%	?	3%	-22%	3%	7%	1%	8%	?	-6%
RGS12 GoLoco inh	13%	2%	-3%	9%	1%	8%	4%	-7%	-5%	-1%
Epigenetic reg	0.0%	0.0%	1.0%	1.3%	-2.5%	-1.1%	-1.0%	-5.1%	-1.0%	-1.9%
Luc counter	3%	1%	1%	-6%	-1%	1%	0%	-1%	3%	1%
IMPase Li cell	11%[38.3 µM]	-3%	-6%	7%	11%	4%	21%[38.3 µM]	-3%	11%[38.3 µM]	-9%
RECQ1 helicase	6%	-3%	-16%	i	i	-15%	17%	i	i	1%
SMN2 splice enh	-15%	-9%	2%	126%	?	-4%	18%	-3%	4%	-14%

#41 Cc1cccc(N2C(=O)CC(Sc3nc(-c4ccccc4)c4cc(Cl)ccc4n3)C2=O)c1 (stereo unspecified)
#42 COc1ccc(N(C(=O)c2cnsn2)C(C(=O)NC2CCCCC2)c2ccncc2)cc1 (stereo unspecified)
#43 COc1ccc(/C=N/NC(=O)CCn2cnc3ccccc32)cc1
#44 COc1ccc(NC2=Nc3cccc4cccc2c34)cc1OC

entry no.	41	42	43	44
NPSR antag	-17%[46.1 µM]	15%	-18%	-14%[46.1 µM]
JMJD2E inh	?	-10%	1%	-5%
RGS12 GoLoco inh	-6%	1%	4%	12%
Epigenetic reg	-1.0%	0.0%	0.0%	3.5%
Luc counter	-2%	2%	.	-1%
IMPase Li cell	-8%[38.3 µM]	0%	.	13%[38.3 µM]
RECQ1 helicase	i	i	-4%	-12%
SMN2 splice enh	-7%	-11%	.	-9%

Source: PubChem
